# From PubChem BioAssay
# PAFAH2 FP inh: PAFAH2 enzyme inhibitors, primary screen, biochemical, fluorescence polarization, human | recombinant PAFAH2, FP-rhodamine activity probe | AID 492956, 2010 | inhibition, % at 3.39 µM | Platelet-activating factor acetylhydrolase 2, cytoplasmic (Homo sapiens), Q99487 | 340,000 compounds, 0.99% hits;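 active = inhibition above the mean over all tested compounds plus 3 SD, cut at about 30% in these data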;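 note: inhibitors block probe labeling of enzyme so polarization drops; 0% = enzyme with DMSO and 100% = wells lacking PAFAH2 protein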
# PAFAH1B2 inh: PAFAH1B2 enzyme inhibitors, primary screen, biochemical, fluorescence polarization, human | Platelet-activating factor acetylhydrolase IB subunit alpha2 (Homo sapiens), P68402 | recombinant PAFAH1B2, FP-rhodamine activity probe | inhibition, % at 3.39 µM | 340,000 compounds, 1.2% hits | AID 492953, 2010;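 active = inhibition above the mean of all tested compounds plus 3 SD, cut at about 24% in these data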;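 note: 0% = enzyme with DMSO and 100% = wells lacking PAFAH1B2; many of its hits are not listed in these tables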
# Target sequence (P68402 whole entry, looked up): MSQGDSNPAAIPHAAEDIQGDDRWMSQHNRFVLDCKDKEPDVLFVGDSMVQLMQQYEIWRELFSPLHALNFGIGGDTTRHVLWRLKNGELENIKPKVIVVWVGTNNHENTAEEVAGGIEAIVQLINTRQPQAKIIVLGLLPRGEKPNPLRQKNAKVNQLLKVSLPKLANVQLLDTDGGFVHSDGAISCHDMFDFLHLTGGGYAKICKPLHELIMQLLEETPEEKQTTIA
# PAFAH1B3 FP inh: PAFAH1B3 enzyme inhibitors, primary screen, biochemical, fluorescence polarization, human | 340,000 compounds, 0.28% hits | inhibition, % at 3.39 µM | Platelet-activating factor acetylhydrolase IB subunit alpha1 (Homo sapiens), Q15102 | recombinant PAFAH1B3, FP-rhodamine probe;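 active = inhibition above the screen-wide average of all tested compounds plus 3 SD, cut at about 25% in these data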;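 note: 0% = enzyme with DMSO only and 100% = wells lacking PAFAH1B3 protein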
# Target sequence (Q15102 whole entry, looked up): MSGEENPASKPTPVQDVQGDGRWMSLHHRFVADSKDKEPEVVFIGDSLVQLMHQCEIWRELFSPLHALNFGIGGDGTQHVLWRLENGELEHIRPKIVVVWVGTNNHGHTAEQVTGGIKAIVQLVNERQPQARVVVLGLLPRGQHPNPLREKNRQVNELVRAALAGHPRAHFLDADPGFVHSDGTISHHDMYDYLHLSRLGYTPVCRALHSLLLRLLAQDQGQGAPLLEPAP
# The depositor's hits bear a star. Some of the compounds tested. The share of hits here may be higher or lower than overall.
No.	molecule	PAFAH2 FP inh	PAFAH1B2 inh	PAFAH1B3 FP inh
1	CCCN1CCc2c(sc3nc(SCC)n(-c4ccccc4)c(=O)c23)C1	0.1	-1.5	-1.5
2	CCCCSc1n[nH]c(=S)c2nc[nH]c12	3.2	6.1	5.8
3	COC(=O)c1sc(NC(=O)c2ccc3c(c2)OCO3)c(C#N)c1C	-7.1	1.5	15.0
4	O=C(Nc1ccc(F)cc1)c1nn(-c2ccccc2)c(=O)cc1Cl	-1.1	-2.3	9.2
5	COc1ccccc1NC(=O)c1ccccc1NC(=O)c1ccccn1	1.4	1.5	-1.6
6	CCCC1SCC(C)(C)NC1=O (stereo not drawn)	10.9	2.5	7.3
7	Cc1ccc(C(=O)n2ncn(C)c2=S)cc1	3.9	6.7	3.6
8	COCCc1nc2ccc(C(=O)N(C)Cc3cccc(-n4nc(C)cc4C)c3)cc2o1	-4.3	0.0	-1.3
9	Cc1nn(Cc2ccccc2Cl)c(C)c1NC(=O)C1C2CCC(O2)C1C(=O)O (stereo not drawn)	2.8	1.8	10.2
10	COc1ccc(S(=O)(=O)N(C)C[C@H]2Oc3c(NC(=O)Nc4ccccc4)cccc3C(=O)N([C@H](C)CO)C[C@@H]2C)cc1	-6.8	7.5	6.5
11	Cn1ncc2c(N)nc(NCCO)nc21	2.0	-0.2	0.6
12	COc1cccc(C=CC(=O)C=CC=Cc2ccccc2)c1	5.4	-1.3	2.6
13	O=C(O)c1ccc2[nH]c3c(c2c1)CCCC3	-1.4	5.8	2.0
14	O=c1[nH]c(-c2ccccc2Cl)nc2c1sc(=S)n2-c1ccccc1	20.2	13.1	7.2
15	O=S(=O)(Oc1ccccc1)c1ccc(Cl)c(Cl)c1	2.0	12.7	5.6
16	CCOC(=O)C(C#N)=CN1CCN(C(=O)CCCl)c2ccccc21	1.8	-0.1	7.2
17	CCN1C[C@@H]2[C@@H]3C(=O)N(C)C(=O)[C@@H]3[C@](CC)(C1=O)N2C(=O)c1ccc(C)cc1	6.9	6.9	-3.7
18	CC(=O)c1cc(C)ccc1OC(=O)CN1C(=O)c2ccccc2C1=O	-1.8	-0.3	7.1
19	Cc1ccccc1NC(=O)CSc1nc2ccccc2c(=O)n1CC1CCCO1 (stereo not drawn)	1.2	-0.1	-1.1
20	COc1cc2c(cc1OC)C(C(N)=O)NCC2 (stereo not drawn)	4.6	2.9	9.2
21	COC(=O)C1C2CC(=O)C(C2)C1C(=O)OC (stereo not drawn)	-4.7	1.9	7.3
22	CCn1c(/C=C/c2ccccc2F)nc2ccccc2c1=O	-8.0	3.4	8.9
23	O=C1c2ccccc2S(=O)(=O)N1Cc1nnc(-c2ccccc2Br)o1	3.9	3.2	7.9
24	O=C(c1ccc(-c2ccccc2)cc1)N1CCN(c2nc3ccccc3o2)CC1	0.9	-6.0	1.6
25	O=C(COC(=O)/C=C/c1ccc(C(F)(F)F)cc1)Nc1ccc2[nH]c(=O)[nH]c2c1	-16.1	-8.2	-19.2
26	Nc1cc2cccnc2cc1Cl	43.9*	21.2	36.9*
27	COc1ccc(-c2nc(SC(C)C(=O)NC3CC3)n[nH]2)cc1 (stereo not drawn)	2.1	0.2	-0.4
28	CN(C(=O)CSc1nnc(-c2cccs2)n1C1CC1)C1CCS(=O)(=O)C1 (stereo not drawn)	-0.7	1.1	7.8
29	OCC1(CO)CC2(C1)CC(CO)(CO)C2	0.1	3.0	-0.7
30	CC[C@H](C)[C@H]1CNC(=O)C(=O)N1CC1CCN(CCc2ccc(Cl)c(Cl)c2)CC1	-8.6	6.2	10.6
31	COc1ccc(S(=O)(=O)N2CCCCC2)cc1NC(=O)c1cccc(S(=O)(=O)N2CCOCC2)c1	7.8	5.8	8.2
32	Cc1ccc(CNC(=S)Nc2ccc(NS(=O)(=O)c3ccc(C)cc3)cc2)cc1	-18.7	3.6	1.7
33	O=C1NC[C@H](Cc2ccccc2)N(C[C@H]2CCCN2C[C@H](Cc2ccccc2)N2C[C@H](Cc3ccccc3)N(CC3CCCCC3)C(=O)C2=O)C1=O	4.5	3.7	-4.5
34	Cc1ccc(-c2csc(N)n2)cc1	12.1	70.1*	2.8
35	CC12CCC(C(=O)CC1=O)C2(C)C (stereo not drawn)	1.2	0.2	6.9
36	COc1ccccc1C(CNC(=O)c1cccc(S(=O)(=O)N2CCCc3ccccc32)c1)N(C)C (stereo not drawn)	1.2	2.6	2.3
37	CN(C)c1cc2c3ccccc3n(C)c2cc1N	1.8	1.0	-0.8
38	CCCN(CC(=O)Nc1ccccc1C)C(=O)c1cnc(C)cn1	1.0	0.8	3.7
39	N#CCCn1cc(C(=O)CN2C(=O)C(=O)N(C3CCCC3)C2=O)c2ccccc21	-2.0	0.9	6.4
40	COc1ccc(CNC(=O)CSC(=S)N2CCCC2)cc1	3.1	8.5	-1.8
41	N=c1ccn(O)cc1CCc1ccccc1	4.3	3.4	6.4
42	Cc1cccn2c(=O)nc(SCC(=O)N3N=C(c4cccs4)CC3c3ccc(F)cc3)nc12 (stereo not drawn)	-2.0	0.4	2.1
43	Cc1ccc(-n2ncc3c(=O)n(Cc4cccnc4)cnc32)cc1	3.5	-1.4	4.8
44	Cn1c(CCNC(=O)C2CCCCC2)nc2cc(NC(=O)c3cccs3)ccc21	-6.4	1.0	2.8
45	COc1ccc(-c2noc(C3CCCN(C(=O)c4ccccc4OC)C3)n2)cc1 (stereo not drawn)	4.3	-2.8	1.8
46	COC(C[C@@H](O)CC(=O)COCc1ccccc1)OC	-3.4	4.2	-10.1
47	COc1cccc(CNC[C@H]2O[C@@H](n3cnc(C(N)=O)n3)[C@H](O)[C@@H]2O)c1OCc1ccc(F)cc1Cl	-6.9	6.4	-1.6
48	O=S(=O)(Nc1ccccc1C(F)(F)F)c1ccc(-c2ccccn2)s1	-1.4	4.2	-1.1
49	COC(=O)c1sccc1NC(=O)Nc1cc(C)cc(C)c1	-7.4	-1.6	-6.2
50	O=S(=O)(c1ccc(F)cc1)c1nc(-c2ccc(F)cc2)oc1NCCN1CCOCC1	0.5	3.1	8.7

# PAFAH1B2 inh: what is marked active above
No.	molecule	PAFAH2 FP inh	PAFAH1B2 inh	PAFAH1B3 FP inh
34	Cc1ccc(-c2csc(N)n2)cc1	12.1	70.1*	2.8

# Reprinted at random: 3 entries already listed
No.	molecule	PAFAH2 FP inh	PAFAH1B2 inh	PAFAH1B3 FP inh
34	Cc1ccc(-c2csc(N)n2)cc1	12.1	70.1*	2.8
50	O=S(=O)(c1ccc(F)cc1)c1nc(-c2ccc(F)cc2)oc1NCCN1CCOCC1	0.5	3.1	8.7
30	CC[C@H](C)[C@H]1CNC(=O)C(=O)N1CC1CCN(CCc2ccc(Cl)c(Cl)c2)CC1	-8.6	6.2	10.6

# Some entries already given, limited to PAFAH1B2 inh:
entry	SMILES	PAFAH1B2 inh
30	CC[C@H](C)[C@H]1CNC(=O)C(=O)N1CC1CCN(CCc2ccc(Cl)c(Cl)c2)CC1	6.2
31	COc1ccc(S(=O)(=O)N2CCCCC2)cc1NC(=O)c1cccc(S(=O)(=O)N2CCOCC2)c1	5.8
32	Cc1ccc(CNC(=S)Nc2ccc(NS(=O)(=O)c3ccc(C)cc3)cc2)cc1	3.6
33	O=C1NC[C@H](Cc2ccccc2)N(C[C@H]2CCCN2C[C@H](Cc2ccccc2)N2C[C@H](Cc3ccccc3)N(CC3CCCCC3)C(=O)C2=O)C1=O	3.7
34	Cc1ccc(-c2csc(N)n2)cc1	70.1*

# (cont.)
No.	molecule	PAFAH2 FP inh	PAFAH1B2 inh	PAFAH1B3 FP inh
51	CCN(CC(=O)Nc1ccc(NC(C)=O)cc1)C(=O)c1ccc(N2C(=O)c3ccccc3C2=O)cc1	2.2	-2.6	2.4
52	CC(C)CC1C(=O)N(Cc2cn(CC3CCCCC3)nn2)CCS(=O)(=O)N1Cc1ccc(-c2cccc(C#N)c2)cc1 (stereo not drawn)	-0.3	-6.9	-1.8
53	O=C1[C@H](Cc2ccccc2)NCCCC[C@H](c2ccc(Cl)cc2)N1Cc1ccccc1	-2.5	8.6	10.5
54	NC(=S)N=Nc1c(O)cc(O)c2[nH]c(=O)ccc12	50.8*	51.4*	62.0*
55	O=C(COC(=O)CNC(=O)c1ccccc1)NC1CCCC1	1.4	1.0	2.3
56	OC(CCN1CC2CCC(CC2)C1)(Cc1ccccc1)c1ccco1 (stereo not drawn)	1.0	1.9	-0.1
57	O=C(Nc1ccc2c(c1)[nH]c(=O)c1ccccc12)C(F)(F)F	4.7	5.4	10.8
58	CCCCNC(=O)CSc1nc2ccc(N3CCOCC3)cc2c(=O)n1Cc1ccc(OC)cc1	2.1	2.8	3.4
59	Cc1ccccc1-c1nnc(-c2cccc3ccccc23)o1	-1.2	1.5	15.5
60	CC(Nc1ccc([N+](=O)[O-])cc1[N+](=O)[O-])c1ccccc1 (stereo not drawn)	4.7	8.4	0.1
61	COc1ccc(C2=NOC(C(=O)Nc3ccc4c(c3)OCO4)C2)cc1 (stereo not drawn)	9.0	1.2	6.5
62	O=C(COC(=O)c1c2c(nc3ccccc13)/C(=C\c1ccco1)CC2)NC1CCCC1	29.1	10.0	6.3
63	COCCN1C(=O)c2ccccc2C(C(=O)NCCCN2CCCC2=O)C1c1c[nH]c2ccccc12 (stereo not drawn)	1.7	-2.6	-4.3
64	CC(=O)c1ccc(S(=O)(=O)N(C)CCCC(=O)NCc2ccc3c(c2)OCO3)cc1	5.7	0.0	4.4
65	COCCNC(=O)CSc1nc2cc(OC)c(OC)cc2c(=O)n1CCC1=CCCCC1	3.1	0.7	-5.7
66	O=C1C=C(C2CCCCC2)C(=O)c2ccccc21	8.2	7.1	6.7
67	CCOc1nc(NC(=O)NS(=O)(=O)Oc2cccc(Cl)c2)nc(-c2ccccc2)n1	3.9	-1.7	-1.7
68	COc1ccc(CCN2CCCn3c2nc2c3c(=O)[nH]c(=O)n2C)cc1OC	4.1	1.8	7.1
69	COc1cccc(C(=O)Nc2cc(S(=O)(=O)N3CCOCC3)ccc2N2CCOCC2)c1	-0.2	-0.2	6.0
70	CCOC(=O)Cc1csc(NC(=O)CSc2ncnc3c2cnn3-c2ccccc2Cl)n1	-2.1	-5.4	0.2
71	COc1ccc(N2CCN(C(=O)c3ccc(CNS(=O)(=O)c4cc(C)ccc4C)cc3)CC2)cc1	1.0	2.2	4.4
72	CCN(CC(=O)NC1CCS(=O)(=O)C1)S(=O)(=O)c1ccc(Cl)c(C(F)(F)F)c1 (stereo not drawn)	-1.1	1.2	3.0
73	CCn1cnc2cc(NC(=O)COc3ccc(C)cc3)ccc21	4.9	3.4	7.5
74	CC[C@H](C)[C@H]1CNC(=S)N1CC1CCN(CCC23CC4CC(CC(C4)C2)C3)CC1	-5.3	9.1	3.5
75	Cc1ccc(C(=O)NNC(=O)c2ccoc2C)s1	6.0	2.0	6.2

# Entries of single compounds from above:
# COc1ccc(C2=NOC(C(=O)Nc3ccc4c(c3)OCO4)C2)cc1 (stereo not drawn) as listed: PAFAH2 FP inh: 9.0; PAFAH1B2 inh: 1.2; PAFAH1B3 FP inh: 6.5
# COCCN1C(=O)c2ccccc2C(C(=O)NCCCN2CCCC2=O)C1c1c[nH]c2ccccc12 (stereo not drawn) as listed: PAFAH2 FP inh: 1.7; PAFAH1B2 inh: -2.6; PAFAH1B3 FP inh: -4.3
# CCN(CC(=O)NC1CCS(=O)(=O)C1)S(=O)(=O)c1ccc(Cl)c(C(F)(F)F)c1 (stereo not drawn) as listed: PAFAH2 FP inh: -1.1; PAFAH1B2 inh: 1.2; PAFAH1B3 FP inh: 3.0

# Additional entries follow.
No.	molecule	PAFAH2 FP inh	PAFAH1B2 inh	PAFAH1B3 FP inh
76	Oc1c(Cl)cc(Cl)cc1C1=NNC(c2ccc(Cl)cc2)C1 (stereo not drawn)	0.1	3.0	14.0
77	CCOC(=O)CSc1nnc(COc2ccc3ccccc3c2)o1	9.2	-1.4	8.7
78	CN1CCN(NC(=O)Nc2cc(Cl)cc(Cl)c2)CC1	-20.1	-7.2	-19.4
79	Nc1ccc(Cc2ccc([N+](=O)[O-])cc2)cc1	0.1	12.0	2.5
80	O=C1c2ccc(-c3nc4ccccc4o3)cc2C(=O)N1Cc1ccccc1	6.0	7.7	3.6
81	Cc1cccc(C(=O)N=C2SC3CS(=O)(=O)CC3N2c2ccccc2)c1 (stereo not drawn)	-0.4	2.0	2.8
82	COCCNC(=S)N1CCN(C(c2ccccc2)c2ccccc2)CC1	1.5	3.1	3.9
